Source: PubChem BioAssay (several laboratories)
sdo1 growth: growth rescue of sdo1-depleted yeast, primary screen, S. cerevisiae, bone marrow failure model. z-score at 10 µM. 0.21% of 140,000 active. S. cerevisiae sdo1-depleted JHY4D growth rescue, OD600 30 h; active compounds read high; pdr5 snq2 efflux-pump mutant strain. AID 817, 2007;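 active = z-score above 3 at both the 24 hr and the 30 hr optical density reads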;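 also: z-score against mean and SD of all compound wells on the same plate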
Insulin prom inh: inhibitors of insulin promoter-driven GFP, primary screen, imaging, TRM-6 cells (human fetal islet line), eGFP reporter, cell count; reporter expression induced with tamoxifen; inhibition, % at 2 µM; 0.9% of 130,000 active;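 active = inhibition above the mean plus 3 SD, with well images judged a real hit on visual review, cut at about 60% in these data, passing the limit was not always enough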
sdo1 growth Rescue 24 h: further read-out of sdo1 growth, marked with its call; z-score; S. cerevisiae sdo1-depleted JHY4D growth rescue, OD600; measured here: growth rescue at 24 h;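 0 is the plate mean of compound wells and units are plate SD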
* marks the source's active call; other numbers are inactive results; nt = no result given; & = joins results of further samples; [ ] = dose if it differs, or a comment.

no.	structure	sdo1 growth	sdo1 growth Rescue 24 h	Insulin prom inh
1	COC(=O)c1c(NC(=O)Cc2cccs2)sc2c1CCC(C)C2 (stereo not given)	1.6	1.6	36
2	CCNC(=O)Nc1ccc(-n2nc(C)c(C(=O)OCC)c2C)nc1	nt	nt	61
3	O=C(Nc1ccc(Cl)cc1)N1CCCC1	0.33	-0.02	12
4	CC(C)CC(C(=O)Nc1oc(-c2ccco2)c(-c2ccco2)c1C#N)N1C(=O)c2ccccc2C1=O (stereo not given)	0.75	0.26	-81
5	O=C(O)c1ccc(N2C(=O)CC(SC(=NCc3ccc4c(c3)OCO4)Nc3ccc(F)cc3)C2=O)cc1 (stereo not given)	nt	nt	-143
6	O=C(COC(=O)CNS(=O)(=O)c1cccc(Br)c1)Nc1ccccc1Sc1ccccc1	-0.54	-0.6	nt
7	C/C(=N\NC(=O)c1cc(-c2ccncc2)nc2ccccc12)c1ccc(OC(F)F)cc1	nt	nt	-11
8	CC(=O)Oc1ccccc1-c1nc(C)nc(N(C)C(C)=O)n1	-0.18	-0.44	16
9	Cc1sc(NC(=O)C2CCCO2)c(C#N)c1C (stereo not given)	0.96	0.95	9
10	Cn1c(=O)n(C)c2cc(/C=N/NC(=S)NCc3ccccc3)ccc21	-0.78	-0.33	-38
11	CC(C)(C)n1nnnc1C(c1ccccn1)N1CCN(C(c2ccccc2)c2ccccc2)CC1 (stereo not given)	nt	nt	33
12	O=C(Nc1ccccc1)/C(=C\c1ccc2c(c1)OCO2)NC(=O)c1ccco1	-0.47[9.5 µM]	-1.1	nt
13	O=C(Nc1nccs1)c1ccc(S(=O)(=O)N2CCOCC2)cc1	nt	nt	-22
14	COc1cccc(CNC(=O)c2cccc(Br)c2)c1	-0.36	-0.53	27
15	CC1=C(C(=O)OCC2CCCO2)C(c2ccncc2)C2=C(CC(C)(C)CC2=O)N1 (stereo not given)	0.08	-0.51	-473
16	OCCNc1nc(NCCC2=CCCCC2)nc(N2CCOCC2)n1	0.23	0.69	11
17	O=C(Nc1ccc(S(=O)(=O)NCC2CCCO2)cc1)c1cnccn1 (stereo not given)	nt	nt	-8
18	COc1cccc(NC(=O)CCN2C(=O)c3ccc([N+](=O)[O-])cc3C2=O)c1	nt	nt	-58
19	N#C/C(=C\c1cccc(OC(=O)c2cccs2)c1)C(N)=O	-0.18	-0.11	25
20	Cc1ccc(C2C(C#N)C(C#N)N3CCCN23)cc1 (stereo not given)	0.58	0.91	17
21	O=C(CN1CC[n+]2c(-c3cccs3)csc21)c1ccc(-c2ccccc2)cc1	nt	nt	-42
22	Cc1ccc(S(=O)(=O)c2ccc(Oc3ccccc3)cc2)cc1	0.32	0.63	-87
23	N#Cc1nc(COc2ccccc2)oc1N1CCCCC1	-0.65	-0.23	nt
24	COc1ccc(C)cc1NC(=O)Nc1ccc(Br)cn1	-0.28	0.86	57
25	CN1CCc2c(sc(/N=C/c3ccco3)c2C(N)=O)C1	0.62	0.65	nt

Of the compounds above, these contain a cyano group.
no.	structure	sdo1 growth	sdo1 growth Rescue 24 h	Insulin prom inh
4	CC(C)CC(C(=O)Nc1oc(-c2ccco2)c(-c2ccco2)c1C#N)N1C(=O)c2ccccc2C1=O (stereo not given)	0.75	0.26	-81
9	Cc1sc(NC(=O)C2CCCO2)c(C#N)c1C (stereo not given)	0.96	0.95	9
19	N#C/C(=C\c1cccc(OC(=O)c2cccs2)c1)C(N)=O	-0.18	-0.11	25
20	Cc1ccc(C2C(C#N)C(C#N)N3CCCN23)cc1 (stereo not given)	0.58	0.91	17
23	N#Cc1nc(COc2ccccc2)oc1N1CCCCC1	-0.65	-0.23	nt

Further results follow.
no.	structure	sdo1 growth	sdo1 growth Rescue 24 h	Insulin prom inh
26	Cc1cccc(OCCn2c(=O)oc3ccc(C)cc32)c1	nt	nt	-7
27	COc1cccc(C(=O)NCCSc2ccc(C)cc2)c1	-0.06	0.35	43
28	COc1cccc(/C(O)=C/c2nc3ccc(C(=O)NCCc4cccc(C)c4)cc3[nH]c2=O)c1	3.2	2.2	nt
29	CCCN1C(=O)C(NS(=O)(=O)c2ccc(N)cc2)(C(F)(F)F)C(C(=O)OC)=C1C (stereo not given)	-0.03	-0.04	-63
30	CC(C)Cn1cnc2c1c(=O)n(CC(O)c1ccccc1)c(=O)n2CC(C)C (stereo not given)	-0.54	-1	-6
31	O=C(c1cccc(S(=O)(=O)N2CCOCC2)c1)N1CCOCC1	1.1	0.1	nt
32	C#CCN1C(=O)S/C(=C/C=C/c2ccc(N(C)C)cc2)C1=O	0.29	1.4	-270
33	COC(=O)c1cc2c(C)cc3ccc(C)cn3c-2c1C(=O)OC	0.15	-0.92	-66
34	CC(C(=O)NCCS(=O)(=O)c1ccc(Cl)cc1)S(=O)(=O)c1ccc(Cl)cc1 (stereo not given)	nt	nt	-120
35	Cc1cc(NS(=O)(=O)c2ccc(C3CCCCC3)cc2)no1	0.21	0.91	12
36	CC(=O)c1ccc(-c2nc3c4ccccc4ccn3c2C(C)=O)o1	-0.45	0.18	nt
37	Cn1c(Cc2cccs2)nnc1SCC(=O)N1CCc2ccccc21	-0.25	-0.83	-365
38	COc1cccc2cc(C(=O)N3CCN(c4ccccc4F)CC3)c(=O)oc12	0.64	1.3	19
39	CCN1C(=O)NC(c2cccnc2)C(C(=O)OC)=C1C (stereo not given)	-0.5	-0.66	nt
40	O=C(c1ccco1)N1CCN(C(=O)C2c3ccccc3Oc3ccccc32)CC1	-0.85	-0.64	-12
41	Cc1cc(NC(=O)CSc2nc(-c3ccc(Cl)cc3)cs2)no1	0.04	1.4	-167
42	O=c1nc(-c2ccccc2)n(-c2ccc(Cl)cc2)[nH]1	0.07	-0.25	nt
43	CC(C)(C)n1nc2c(c1NC(=O)c1cc3ccccc3o1)CSC2	nt	nt	14
44	CC1=CC(C)=Nc2ccccc2N1	-0.03	-0.18	19
45	O=C(Nc1nc(-c2ccccc2)cs1)C1CCCO1 (stereo not given)	-0.22	-0.11	-62
46	Cc1sc2nc(Cc3ccccc3)[nH]c(=O)c2c1-c1ccccc1	0.41	2	7
47	Cc1ccc(C)c(N2CCN(C(=O)c3ccc4nc(-c5ccco5)c(-c5ccco5)nc4c3)CC2)c1	-0.4&0.51	0.31&1.3	-18
48	Cc1cc(C)nc(SCc2ccc3nonc3c2)n1	-0.07	-0.5	-14
49	COc1ccccc1N1CC(O)=C(c2nc3ccccc3s2)C1=N	-2	-1.2	-19
50	CN1C(=O)C(CC(=O)Nc2ccc(F)cc2)N(CCCc2ccccc2)C1=S (stereo not given)	-1.3	-1.3	-43

Random excerpt: 3 records from the list, in no set order.
no.	structure	sdo1 growth	sdo1 growth Rescue 24 h	Insulin prom inh
33	COC(=O)c1cc2c(C)cc3ccc(C)cn3c-2c1C(=O)OC	0.15	-0.92	-66
38	COc1cccc2cc(C(=O)N3CCN(c4ccccc4F)CC3)c(=O)oc12	0.64	1.3	19
41	Cc1cc(NC(=O)CSc2nc(-c3ccc(Cl)cc3)cs2)no1	0.04	1.4	-167

The list goes on:
no.	structure	sdo1 growth	sdo1 growth Rescue 24 h	Insulin prom inh
51	O=C(NC1CCCCC1)NC1(C(=O)NCCCN2CCOCC2)CCCCC1	1.1	0.51	nt
52	COc1cc2oc(=O)c(Br)c(C)c2c(OC)c1OC	0.84	0.73	nt
53	O=C(O)CSc1nnc(-c2ccncc2)n1Cc1ccccc1	0.41	-0.74	-30
54	CCC(C)NC(=O)CSC1=Nc2ccccc2C2=NC(CC(=O)NCc3ccccc3)C(=O)N12 (stereo not given)	1.2	0.31	-26
55	CCn1c(Cc2ccccc2)nnc1SCC(=O)Nc1nnc(-c2ccccc2)s1	-0.31	1.2	-214
56	CCCC(=O)C1=C(O)C(C(=O)OC)C(C)(C)CC1=N (stereo not given)	-0.14	-0.89	38
57	Cc1cc(N/C=C\c2nnnn2-c2ccccc2)no1	-0.67	-0.86	4
58	O=c1[nH]c2cc3c(cc2cc1CN(Cc1nnnn1CC1CCCO1)C1CCCC1)OCO3 (stereo not given)	0.37	0.15	nt
59	COc1ccc(C(=O)NC(=S)NCCO)cc1Br	0.52	-0.45	nt
60	Cc1ccc(NC(=O)C(NC2CCCc3ccccc32)c2ccccc2)c([N+](=O)[O-])c1 (stereo not given)	0.41	0.89	-61
61	C/C(=N\NC(=O)c1ccccc1O)c1ccc(Br)s1	0.13	0.09	16
62	NC(=O)COC(=O)CNC(=O)c1ccc(Cl)cc1	0.43	0.02	nt
63	CCN(CC)c1ccc(C=C(c2nnnn2-c2ccc(C)cc2)c2nnnn2-c2ccc(C)cc2)cc1	0.2	0.92	-65
64	COc1ccc(C2N(c3cc(C)on3)C(=O)C3CCCN32)cc1OC (stereo not given)	0.13	-0.74	27
65	CCOC(=O)C(NC(=O)c1ccccc1)(Nc1cc(C)on1)C(F)(F)F (stereo not given)	1.2	1.5	-14
66	C=CCOC(=O)C1=C(C)OC(N)=C(C#N)C1c1c(C)nn(-c2ccccc2)c1Cl (stereo not given)	-1	-0.43	nt
67	COC(=O)C1C(=O)NC(SC)=C(C#N)C1c1ccccc1F (stereo not given)	0.38	0.13	-32
68	Cc1ccccc1N1CCN(Cc2c(C#N)c3ccccc3n2C)CC1	-0.58	-0.93	nt
69	COc1cc(C(Nc2ccc3c(c2)OCO3)C(=O)NC2CCCCC2)cc(OC)c1OC (stereo not given)	0.41	2.7	16
70	O=C(c1cccs1)N1CCN(c2ncccn2)CC1	0.25	-0.32	nt
71	Cc1ccc(N(C(=O)c2csnn2)C(C(=O)NC(C)(C)C)c2cccs2)cc1 (stereo not given)	-0.68	-0.72	10
72	C#CC(C)(CC)NC(=O)Cn1nnc(-c2cccc(C(F)(F)F)c2)n1 (stereo not given)	nt	nt	-11
73	CN1CCN(C/C(=C2/N=C(c3ccccc3)OC2=O)N(C)C)CC1	-0.06	-0.53	21
74	CCN1CCCC1CNC(=O)c1cn(C)c2ccc(S(=O)(=O)N3CCCCCC3)cc2c1=O (stereo not given)	-0.06	-0.24	8
75	CCCn1c(SCC(=O)c2cc(C)c(C)cc2C)n[nH]c1=O	0.51	0.56	-221

Individual results from the results shown:
sdo1 growth, #37 → -0.25
sdo1 growth Rescue 24 h, #59 → -0.45
Insulin prom inh, #49 → -19

The list goes on:
no.	structure	sdo1 growth	sdo1 growth Rescue 24 h	Insulin prom inh
76	Cc1ccccc1NC(=O)COc1nsnc1N1CCOCC1	1.2	1.4	27
77	CCN(CC)c1ccc(C2C3CCCCC3(O)CCN2C(=O)c2cccs2)cc1 (stereo not given)	0.18	0.01	nt
78	COc1ccc(CN(CCN2CCOCC2)C(=O)c2c(F)cccc2F)cc1OC	0.71	1.4	nt
79	Cc1oc2c(CN(C)C)c(O)ccc2c(=O)c1-c1cscn1	0.1	-0.34	nt
80	O=C(c1ccccc1)N1CCCCC(S(=O)(=O)c2ccc3ccccc3c2)C1=O (stereo not given)	-1.8	-1.2	-4
81	CN(N)C(=S)NCc1ccccc1	0.79	1.4	-15
82	O=C1NC(=O)/C(=C/c2ccc(O)cc2)S1	nt	nt	36
83	Cc1nnc(SCCn2c(N3CCCCCC3)nc3c2c(=O)[nH]c(=O)n3C)s1	0.27	-0.83	30
84	Cc1ccc(-c2nc3ncccc3o2)cc1NC(=O)c1cc2ccccc2o1	-0.3	-0.48	43
85	COc1ccccc1NS(=O)(=O)c1ccc(C)c(NC(=O)NC2CCCCC2)c1	-0.78	-0.41	16
86	O=Cc1ccc(OC2OCCOC2Oc2ccc(C=O)cc2)cc1 (stereo not given)	0.4	0.18	-12
87	Cn1c(NCc2c(O)ccc3ccccc23)nc2ccccc21	-1.4	-0.48	7
88	CCC(=O)OCCn1c(Br)nc2c1c(=O)[nH]c(=O)n2C	-0.86	-0.56	21
89	O=S(=O)(c1ccc(SCCO)nc1)N1CCCC1	-0.03	-0.32	-48
90	CCNC(=O)CC1C(=O)N(c2ccccc2)C(=O)N1CCC(C)C (stereo not given)	0.91	0.28	-277
91	CCOC(=O)c1[nH]c(C=O)c(C(=O)OCC)c1C	nt	nt	-364
92	CCN(CC)S(=O)(=O)c1ccc(N=Nc2c(C)[nH]n(C(N)=S)c2=O)cc1	-0.84	-1.4	14
93	CS(=O)(=O)N(CC(=O)NCc1ccco1)c1ccc2c(c1)OCO2	0.34	-0.41	-62
94	O=C(CSc1ccccc1)Nc1nnc(COc2ccc(Cl)cc2)s1	-1.4	-1.6	39
95	O=c1cc(CSc2ccc(Cl)cc2)nc(N2CCCCC2)[nH]1	-1.6	-1.1	nt
96	COC(=O)C1SCC2C(=O)N(Cc3ccccc3)CC(=O)N21 (stereo not given)	nt	nt	18
97	CCOc1ccc2ncc(S(=O)(=O)c3ccccc3)c(N3CCN(c4ccc(OC)cc4)CC3)c2c1	-0.41	-0.12	-14
98	CC(=O)N1CCC2(CC1)CC(=O)c1cc(OCC(=O)NCc3ccco3)ccc1O2	2.3	1.7	10
99	C=CCn1c(CNc2ccc(C)cc2)nnc1SCC(=O)N/N=C/c1ccc(O)cc1O	-0.41	-0.58	11
100	c1ccc(C2CC(c3ccccc3)n3ncnc3N2)cc1 (stereo not given)	-0.41	-1.1	nt
101	O=[N+]([O-])c1ccc(N/N=C2/CCCCC2c2ccccn2)cc1 (stereo not given)	-1.9	-1.6	nt
102	Cc1onc(-c2c(F)cccc2Cl)c1C(=O)NC(=S)NC1CCS(=O)(=O)C1 (stereo not given)	-0.63	-0.86	23
103	O=C(NCCCNc1ccc([N+](=O)[O-])cc1)C(F)(F)F	1.6	1.4	38
104	CCNc1nc(NCc2ccccc2)nc(Oc2ccc(=O)[nH]n2)n1	0.27	-0.47	-130
105	CC(=O)NC1C(=O)SC1(C)C (stereo not given)	0.24	-0.29	88*

This is a subset; rates above refer to the full screens.
